Screening results deposited in PubChem by The Scripps Research Institute Molecular Screening Center.
M1 ag = human M1 muscarinic receptor agonism. CHO-K1 hM1, Fluo-8 calcium fluorescence, agonist mode; 0% DMSO, 100% acetylcholine EC100. activation, % at 3 µM. actives 0.33% (n = 360,000). AID 588814;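 active means activation above the run's mean compound activation plus 3 SD, cut at about 16% in these data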;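 further: peak over basal fluorescence ratio within a 140 s kinetic read after compound addition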
M1 ag parental = M1 agonist counterscreen hit in parental CHO-K1 cells | Fluo-8 calcium fluorescence; scaled to maximal ATP response, vehicle zero | activation, % at 3 µM | actives 0.48% (n = 360,000); in the data active means activation above about 15%;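 further: untransfected CHO-K1 host cells lacking M1 receptor as counterscreen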
M4 antag = blocks acetylcholine activation of human M4 receptor | CHO-hM4 cells, ACh EC80, Fluo-8 calcium fluorescence | inhibition, % at 3 µM | actives 0.73% (n = 360,000) | AID 624125;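 active means inhibition above its plate's cutoff, the mean inhibition of sample wells plus 3 SD, cut at about 27% in these data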;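 further: 0% = acetylcholine EC80 with DMSO and 100% = DMSO without agonist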
Target sequence (P08173 whole entry, looked up): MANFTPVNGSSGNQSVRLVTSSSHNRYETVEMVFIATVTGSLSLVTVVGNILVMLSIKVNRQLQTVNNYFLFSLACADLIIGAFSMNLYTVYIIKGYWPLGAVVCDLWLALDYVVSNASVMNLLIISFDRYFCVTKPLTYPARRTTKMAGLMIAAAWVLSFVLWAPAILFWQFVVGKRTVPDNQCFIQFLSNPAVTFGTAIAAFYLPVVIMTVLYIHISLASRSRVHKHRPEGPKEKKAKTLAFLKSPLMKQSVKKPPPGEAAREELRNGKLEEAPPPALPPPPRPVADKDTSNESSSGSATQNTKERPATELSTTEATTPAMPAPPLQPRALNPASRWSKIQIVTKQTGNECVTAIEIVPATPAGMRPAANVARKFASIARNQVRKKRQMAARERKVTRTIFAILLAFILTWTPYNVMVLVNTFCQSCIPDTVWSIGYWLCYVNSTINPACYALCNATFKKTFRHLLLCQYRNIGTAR
OXTR potentiate = potentiates the human oxytocin receptor response | P30559 | CHO-OTR cells, Fluo-8 calcium fluorescence, potentiator mode; 0% = oxytocin EC15, 100% = EC100 | activation, % at 3 µM | actives 0.061% (n = 320,000);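 active means activation above that plate's cutoff, the mean activation of tested compounds plus 3 SD, cut at about 6.6% in these data, passing the limit was not always enough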;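 further: 100% uses oxytocin at 75 nM as the full agonist control; some results filed as inactive read as strong as hits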
Target sequence (P30559 whole entry, looked up): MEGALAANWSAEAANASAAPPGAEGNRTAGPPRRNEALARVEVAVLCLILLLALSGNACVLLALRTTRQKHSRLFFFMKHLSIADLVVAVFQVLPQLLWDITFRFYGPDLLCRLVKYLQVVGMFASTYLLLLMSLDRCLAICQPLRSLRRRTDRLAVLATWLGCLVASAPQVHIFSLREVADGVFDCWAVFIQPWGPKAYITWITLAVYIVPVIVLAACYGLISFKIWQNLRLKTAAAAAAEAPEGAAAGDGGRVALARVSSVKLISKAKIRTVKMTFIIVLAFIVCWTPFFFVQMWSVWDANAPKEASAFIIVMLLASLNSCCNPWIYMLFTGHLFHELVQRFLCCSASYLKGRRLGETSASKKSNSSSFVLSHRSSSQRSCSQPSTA
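System: human OTR in CHO cells; Also added: sub-maximal oxytocin, roughly EC15; Timing: compound 6 min at room temperature before oxytocin, 100 s read; Technique: Fluo-8 intracellular calcium fluorescence, ex 470-495, em 515-575 nm; Controls: oxytocin EC15 low and EC100 high; Replication: singlicate.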
CHO parental Ca = signal in parental CHO cells, OX1R antagonist counter-screen. parental CHO-K1, ATP-induced calcium, Fluo-8 fluorescence. inhibition, % at 5.6 µM. actives 0.63% (n = 330,000);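 active means inhibition above that plate's mean sample inhibition plus 3 SD, cut at about 26% in these data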;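 further: 0% = ATP-challenged DMSO wells and 100% = DMSO wells without ATP; some compounds past the cut are filed as inactive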
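Test system: untransfected parental CHO cell line. Compound: one dose, 5.6 µM nominal. Detection: intracellular calcium via Fluo-8 no-wash fluorescent dye. Measure: % inhibition. Benchmarks: ATP-challenged DMSO wells low, unchallenged DMSO wells high.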
CHRM1 PAM = positive allosteric modulators of human M1 muscarinic receptor | P11229 | actives 0.088% (n = 360,000) | activation, % at 3 µM | AID 588819 | CHO-K1 hM1, Fluo-8 calcium fluorescence, ACh EC20; 0% = ACh EC20, 100% = maximal ACh; in the data active means activation above about 19%, passing the limit was not always enough
CHRM1 antagonist = blocks human M1 muscarinic receptor | AID 588852 | inhibition, % at 3 µM | actives 1.3% (n = 360,000) | P11229 | CHO-K1 hM1, Fluo-8 calcium fluorescence, ACh EC80 antagonist;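 active means percent inhibition above its own plate's cutoff, namely the mean of that plate's compound wells plus 3 SD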;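 further: peak over basal fluorescence ratio during 140 s after agonist addition; 0% = ACh EC80 plus DMSO and 100% = DMSO alone without agonist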
M4 ag = agonists of human muscarinic M4 receptor (CHRM4). actives 0.14% (n = 360,000). CHO-K1 hM4/Gqi5, Fluo-8 calcium fluorescence; vehicle 0%, full acetylcholine response 100%. AID 624127. activation, % at 3 µM. P08173;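 active means activation above the run mean over all test wells plus 3 SD, cut at about 32% in these data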;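 further: peak over basal fluorescence ratio per well then scaled between controls; 0% = DMSO wells and 100% = acetylcholine at EC100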
CHO-K1 Ca antag = M1 antagonist counterscreen hit in parental CHO-K1 cells | inhibition, % at 3 µM | actives 0.6% (n = 360,000) | ATP-induced calcium, Fluo-8 fluorescence;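 active means inhibition above a per-plate cutoff, the plate's mean sample inhibition plus 3 SD, cut at about 24% in these data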;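 further: 0% = DMSO plus EC80 ATP and 100% = DMSO alone without ATP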
* = called active by the depositor. Outcome played no part in choosing rows; 2.9% or so of the library scored in one or more.

For O=C(Cc1cccs1)N1CCN(S(=O)(=O)c2ccc(Cl)c(C(F)(F)F)c2)CC1 the results were M1 ag -8.2, M1 ag parental 0.6, M4 antag -12.6, OXTR potentiate -2.2, CHO parental Ca -5.6, CHRM1 PAM 9.6, CHRM1 antagonist -12.2, M4 ag 1.8 and CHO-K1 Ca antag -15.5.
For Cc1cc(C)c(NC(=O)CCCN2CCOCC2)c(C)c1 the results were M1 ag 0.5, M1 ag parental 0.5, M4 antag -9.4, OXTR potentiate -1.1, CHO parental Ca -6.7, CHRM1 PAM 7.4, CHRM1 antagonist -11.4, M4 ag -0.1 and CHO-K1 Ca antag -22.9.
`Cc1ccc(-c2nnc(-c3ccccc3)o2)cc1` gave M1 ag -3.2, M1 ag parental -0.1, M4 antag -6.3, OXTR potentiate 5.5, CHO parental Ca -23.9, CHRM1 PAM 5.6, CHRM1 antagonist -18.0, M4 ag 0.0 and CHO-K1 Ca antag -8.2.
Screening O=[N+]([O-])c1ccc(-[n+]2nc(-c3ccccc3)nn2-c2ccccc2)cc1 returned M1 ag -9.4, M1 ag parental -0.2, M4 antag -3.6, OXTR potentiate -8.9, CHO parental Ca -3.1, CHRM1 PAM -7.2, CHRM1 antagonist -1.4, M4 ag 0.1 and CHO-K1 Ca antag -5.3.
`O=C(Nc1ccc2c(c1)C(N1CCOCC1)c1ccccc1-2)C(F)(F)F` (stereo not drawn) gave M1 ag -2.8, M1 ag parental 0.6, M4 antag -2.5, CHRM1 PAM 1.7, CHRM1 antagonist -8.8, M4 ag 0.7 and CHO-K1 Ca antag -11.4.
For Cc1cnc(C(=O)OCC(=O)N2c3ccccc3CC2C)cn1 (stereo not drawn) the results were M1 ag -5.3, M1 ag parental 0.9, M4 antag 10.2, OXTR potentiate -7.8, CHO parental Ca -11.9, CHRM1 PAM 1.7, CHRM1 antagonist 5.3, M4 ag 1.0 and CHO-K1 Ca antag 1.3.
`CC1(c2nnc(-c3ccccc3)o2)CC(c2c(Cl)cccc2Cl)=NO1` (stereo not drawn) gave M1 ag 1.1, M1 ag parental 0.1, M4 antag 5.2, OXTR potentiate 6.5, CHO parental Ca -22.9, CHRM1 PAM 4.5, CHRM1 antagonist 1.4, M4 ag 2.3 and CHO-K1 Ca antag -1.2.
For CCN(CC(=O)Nc1c(F)cccc1F)C(=O)C1CCN(c2ncnc3sc(C)c(C)c23)CC1 the results were M1 ag -1.9, M1 ag parental 5.8, M4 antag 2.7, OXTR potentiate 7.0, CHO parental Ca -33.6, CHRM1 PAM -8.8, CHRM1 antagonist 19.5, M4 ag 15.3 and CHO-K1 Ca antag 4.5.
`COc1ccccc1-c1nnc2sc(-c3cnccn3)nn12` gave M1 ag -3.6, M1 ag parental 0.5, M4 antag -1.9, OXTR potentiate 0.8, CHO parental Ca -0.7, CHRM1 PAM 3.2, CHRM1 antagonist -1.4, M4 ag -0.1 and CHO-K1 Ca antag -5.5.
Screening CCN(CC(=O)Nc1ccccc1OC)C(=O)c1cccc(-n2cccc2)c1 returned M1 ag -1.1, M1 ag parental 3.9, M4 antag -3.0, OXTR potentiate -10.4, CHO parental Ca -23.8, CHRM1 PAM 6.1, CHRM1 antagonist -17.1, M4 ag 7.4 and CHO-K1 Ca antag -6.2.
`CCN1CCN(CCOc2ccc(Cl)cc2)CC1` gave M1 ag -13.2, M1 ag parental -0.1, M4 antag 1.9, OXTR potentiate 2.7, CHO parental Ca -2.1, CHRM1 PAM 0.8, CHRM1 antagonist 3.6, M4 ag 0.4 and CHO-K1 Ca antag 3.0.
For CC(NCCC(c1ccccc1)c1ccccc1)c1ccccc1 (stereo not drawn) the results were M1 ag -3.7, M1 ag parental 1.9, M4 antag 44.9*, OXTR potentiate -7.1, CHO parental Ca -0.1, CHRM1 PAM -23.5, CHRM1 antagonist 40.0, M4 ag 9.2 and CHO-K1 Ca antag 3.5.
For C/C(=N/NS(=O)(=O)c1ccc(Br)cc1)c1ccc(C)o1 the results were M1 ag -4.9, M1 ag parental 0.4, M4 antag 1.0, OXTR potentiate -9.2, CHO parental Ca -3.7, CHRM1 PAM 0.4, CHRM1 antagonist -0.1, M4 ag 0.1 and CHO-K1 Ca antag 4.6.
Screening Cc1ccc(NC(=O)COC(=O)c2cccc(C)c2[N+](=O)[O-])cc1S(=O)(=O)N1CCCCC1 returned M1 ag -2.3, M1 ag parental 8.6, M4 antag 15.2, OXTR potentiate -10.2, CHO parental Ca 21.4, CHRM1 PAM -12.2, CHRM1 antagonist 27.6*, M4 ag 12.8 and CHO-K1 Ca antag 3.4.
Screening Cc1ccc(NC(=O)CN(C)S(=O)(=O)c2cccs2)cc1F returned M1 ag 0.6, M1 ag parental 2.1, M4 antag 1.4, OXTR potentiate -3.3, CHO parental Ca 12.7, CHRM1 PAM 1.4, CHRM1 antagonist -0.1, M4 ag 7.3 and CHO-K1 Ca antag -2.9.
For COc1ccc(CNc2nc3ccccc3n2C)c(O)c1 the results were M1 ag -0.8, M1 ag parental -0.5, M4 antag -1.7, OXTR potentiate -1.6, CHO parental Ca -6.1, CHRM1 PAM 3.2, CHRM1 antagonist -9.3, M4 ag 2.2 and CHO-K1 Ca antag 19.9.
`Cc1cc(-c2ccccc2)nc(SC(C(=O)O)c2ccccc2)n1` (stereo not drawn) gave M1 ag -2.6, M1 ag parental -0.4, M4 antag 10.9, OXTR potentiate -8.6, CHO parental Ca -5.6, CHRM1 PAM 8.9, CHRM1 antagonist -12.9, M4 ag 0.9 and CHO-K1 Ca antag -13.5.
COc1ccccc1CC(NC(C)=O)C(=O)NC1CCN(S(=O)(=O)c2ccccc2)CC1 (stereo not drawn) was read as M1 ag -5.1, M1 ag parental -0.6, M4 antag -4.7, CHRM1 PAM -1.8, CHRM1 antagonist -2.9, M4 ag 1.7 and CHO-K1 Ca antag 14.6.
For Clc1cccc(Cl)c1NC1=NCCC1 the results were M1 ag -2.7, M1 ag parental 0.1, M4 antag -7.9, OXTR potentiate -9.9, CHO parental Ca -4.9, CHRM1 PAM 16.3, CHRM1 antagonist -11.4, M4 ag -0.1 and CHO-K1 Ca antag 0.8.
CCOC(=O)COc1ccc(Oc2nc(C)cc(OC)n2)nn1 was read as M1 ag -3.6, M1 ag parental 0.8, M4 antag -10.5, OXTR potentiate -8.0, CHO parental Ca 8.4, CHRM1 PAM 13.2, CHRM1 antagonist -15.4, M4 ag 1.6 and CHO-K1 Ca antag -11.7.
For CN1CCC(N(C)C(=O)c2ccc(Cl)c(S(=O)(=O)Nc3ccc(Cl)cc3)c2)CC1 the results were M1 ag -4.6, M1 ag parental 0.9, M4 antag 8.0, CHRM1 PAM 13.3, CHRM1 antagonist -7.9, M4 ag 0.3 and CHO-K1 Ca antag -23.2.
Screening O=C(O)c1cccc(N2C(=O)c3cccc(Oc4ccc(Cl)cc4)c3C2=O)c1 returned M1 ag -4.8, M1 ag parental 1.1, M4 antag 9.1, OXTR potentiate -5.0, CHO parental Ca -3.8, CHRM1 PAM 10.7, CHRM1 antagonist -7.5, M4 ag -1.9 and CHO-K1 Ca antag -13.1.
Screening COc1ccc(-c2c(-c3ccc(OCC(=O)NN)cc3O)n[nH]c2C)cc1 returned M1 ag -1.1, M1 ag parental 0.8, M4 antag -1.7, OXTR potentiate -14.3, CHO parental Ca 1.5, CHRM1 PAM 5.3, CHRM1 antagonist -10.4, M4 ag 0.6 and CHO-K1 Ca antag -13.2.
For COc1cc(N=Nc2cccc(S(N)(=O)=O)c2)c2ccccc2c1N the results were M1 ag -0.1, M1 ag parental 1.4, M4 antag 10.2, OXTR potentiate -13.8, CHO parental Ca 8.5, CHRM1 PAM 1.7, CHRM1 antagonist 0.0, M4 ag 2.2 and CHO-K1 Ca antag -13.7.
`CCOC(=O)C1=C(C)N(c2ccccc2)C(=O)/C1=C\c1ccc(O)c(OC)c1` gave M1 ag -1.7, M1 ag parental 0.2, M4 antag 17.9, OXTR potentiate -3.5, CHO parental Ca -17.4, CHRM1 PAM -6.7, CHRM1 antagonist 2.1, M4 ag 0.8 and CHO-K1 Ca antag 1.1.
CCc1noc(C)c1C(=O)Nc1nc(-c2ccccc2)cs1 was read as M1 ag -5.5, M1 ag parental 2.1, M4 antag 1.6, OXTR potentiate 0.6, CHO parental Ca -21.0, CHRM1 PAM -4.3, CHRM1 antagonist -3.0, M4 ag 3.9 and CHO-K1 Ca antag -0.4.
Screening CC1=C/C(=N\OC(=O)/C=C/c2ccccc2)C(C)=CC1=O returned M1 ag 1.3, M1 ag parental -0.1, M4 antag 5.1, OXTR potentiate -5.2, CHO parental Ca -4.1, CHRM1 PAM 11.1, CHRM1 antagonist 0.5, M4 ag 0.3 and CHO-K1 Ca antag 28.2*.
For COC(=O)c1ccc(Nc2ccc3nonc3c2[N+](=O)[O-])cc1 the results were M1 ag 0.7, M1 ag parental 0.6, M4 antag -4.2, OXTR potentiate 3.2, CHO parental Ca -2.6, CHRM1 PAM 4.9, CHRM1 antagonist -11.8, M4 ag 0.4 and CHO-K1 Ca antag -2.3.
`CN(C)c1ccc(-c2ccnc3c2CC(C)(C(=O)NCc2ccc(F)c(F)c2)O3)cc1` (stereo not drawn) gave M1 ag -6.8, M1 ag parental 0.2, M4 antag -10.5, CHRM1 PAM 0.8, CHRM1 antagonist -5.2, M4 ag -2.1 and CHO-K1 Ca antag -11.7.
Screening CC1(C)CC(=O)C=C(Nc2ccc(Cl)c(Br)c2)C1 returned M1 ag -3.2, M1 ag parental 4.2, M4 antag 3.7, OXTR potentiate -12.6, CHO parental Ca -16.9, CHRM1 PAM 2.7, CHRM1 antagonist -6.7, M4 ag 4.9 and CHO-K1 Ca antag 0.1.
Screening CC(=O)c1ccc(NCC2COc3ccccc3O2)c([N+](=O)[O-])c1 (stereo not drawn) returned M1 ag -3.7, M1 ag parental 1.2, M4 antag 0.3, OXTR potentiate -10.6, CHO parental Ca 22.6, CHRM1 PAM 7.1, CHRM1 antagonist -2.6, M4 ag 4.6 and CHO-K1 Ca antag 2.3.
COc1ccc(C(=O)Nc2nc(CC(=O)NCc3ccc(F)cc3)cs2)cc1 was read as M1 ag 1.4, M1 ag parental 19.8*, M4 antag 3.3, OXTR potentiate -11.7, CHO parental Ca 5.3, CHRM1 PAM -12.8, CHRM1 antagonist 17.4, M4 ag 24.0 and CHO-K1 Ca antag 11.9.
`COC(=O)C1=C(C(=O)c2ccccc2)C(c2ccccc2)n2nnnc2N1` (stereo not drawn) gave M1 ag -2.2, M1 ag parental 0.3, M4 antag 2.2, OXTR potentiate -4.4, CHO parental Ca -2.5, CHRM1 PAM -5.1, CHRM1 antagonist 5.5, M4 ag -0.4 and CHO-K1 Ca antag -1.1.
`COCCn1c(SCC(=O)c2c(-c3ccccc3)n(C)c3ccccc23)nnc1-c1ccncc1` gave M1 ag -7.9, M1 ag parental 0.6, M4 antag -9.2, OXTR potentiate -5.1, CHO parental Ca -18.4, CHRM1 PAM -0.7, CHRM1 antagonist -11.5, M4 ag 3.6 and CHO-K1 Ca antag -5.5.
